Assay outcomes deposited in PubChem by National Center for Advancing Translational Sciences (NCATS).
aSyn yeast rescue: rescues yeast growth from alpha-synuclein toxicity; S. cerevisiae alpha-synuclein toxicity rescue, BacTiter-Glo growth, 24 h; Potency, µM (doses to about 46.1 µM), for the others: at the top dose growth rescue (activation), usual class: activators; 0.02% of 94,000 active; active = well fitted activation curve with a large enough effect; inconclusive = small, poorly fitted or top-dose-only effect; note: 0% is about no effect
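Growth restoration measured by BacTiter-Glo luminescence after 24 hr at 30 deg C; alpha-synuclein yeast, raffinose-pregrown to mid-log, were added at OD600=0.02 in galactose medium onto pinned compounds.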
* marks the source's active call; other numbers are inactive results; ? = inconclusive; & = joins results of further samples; [ ] = another dose, or the depositor's remark. Potency is the fitted concentration of half-maximal effect. These rows are one share of the data. The share of hits here may be higher or lower than overall.

canonical_smiles | aSyn yeast rescue
CC(C)(C)C(=O)Nc1ccccc1C(=O)OCC(=O)c1ccc2c(c1)OCCO2 | -17%
COc1ccc(N2CCN(Cc3nc4c(c(=O)n(C)c(=O)n4C)n3Cc3ccccc3C)CC2)cc1 | 0%
O=C1c2ccccc2C(Nc2ccc(Cl)cn2)N1c1ccccn1 (stereo not given) | -8%
O=C(NCCS(=O)(=O)NCc1ccco1)c1ccccc1 | -9%
Cc1ccc2nc(Cl)c3cc(C(=O)NCCCN(C)Cc4ccccc4)sc3c2c1 | 7%
CC(=O)Nc1ccc2nc(SCCOc3ccc(C)cc3)sc2c1 | -3%
Cc1ccc(S(=O)(=O)NN(Cc2ccccc2)Cc2ccccc2)cc1 | 11%
Cn1cccc1/C=C1\SC(=S)N(NC(=O)c2ccccc2O)C1=O | -4%
Cc1ccc(N(CC(=O)NCc2ccccc2)C(=O)CCC(=O)Nc2ccccn2)cc1C | -2%
Cc1ccc(C(=O)NC2=NC(c3ccc(C)cc3)CC(=O)N2)cc1 (stereo not given) | -12%
COc1ccc(NC(=S)NCc2cccn2C)cc1 | -2%
COCCn1c(C)cc(O)c(C(c2ccc(OC)cc2)N2CCN(c3ccccc3)CC2)c1=O (stereo not given) | -6%

canonical_smiles | aSyn yeast rescue
CC(NC(=O)c1ccc2c(c1)N(Cc1cccc(F)c1)C(=O)c1ccccc1S2)c1ccccc1 (stereo not given) | 4%
COCCNC(=S)N/N=C/c1ccc([N+](=O)[O-])cc1 | -6%
CC(=O)Nc1ccc(S(=O)(=O)Nc2ccc3[nH]c(=O)[nH]c3c2)cc1 | -10%
CCCCc1cc(=O)oc2cc(O)ccc12 | 15%
COc1ccccc1CNC(=O)CN1C(=O)COc2ccc(S(=O)(=O)NC3CCCC3)cc21 | 2%
COc1cc(/C=C2\SC(=S)N(NC(=O)c3cccnc3)C2=O)ccc1O | 5%
CCN(CC)S(=O)(=O)c1ccc(C(=O)NCc2ccc3[nH]c4c(c3c2)CCCC4)cc1 | 0%
CCc1cccc(C)c1NC(=O)C1CCN(S(=O)(=O)c2cc(Br)cc3c2N(C(C)=O)CC3)CC1 | 5%
CC(=O)N1CCN(C2=NC(=O)/C(=C\c3cccs3)S2)CC1 | 2%
CCOc1ccc(-c2oc3ccc(C)cc3c(=O)c2O)cc1 | -2%
CCc1ccc(CNC(=O)c2cnc3sc4cc(OC)ccc4n3c2=O)cc1 | 0%
CCCn1c(CN2CCCCC2CC)nc2c1c(=O)n(C)c(=O)n2C (stereo not given) | -3%

Six records picked at random from those above, as already listed:
canonical_smiles | aSyn yeast rescue
CCOc1ccc(-c2oc3ccc(C)cc3c(=O)c2O)cc1 | -2%
CCc1cccc(C)c1NC(=O)C1CCN(S(=O)(=O)c2cc(Br)cc3c2N(C(C)=O)CC3)CC1 | 5%
CCCn1c(CN2CCCCC2CC)nc2c1c(=O)n(C)c(=O)n2C (stereo not given) | -3%
CC(NC(=O)c1ccc2c(c1)N(Cc1cccc(F)c1)C(=O)c1ccccc1S2)c1ccccc1 (stereo not given) | 4%
CCCCc1cc(=O)oc2cc(O)ccc12 | 15%
CCc1ccc(CNC(=O)c2cnc3sc4cc(OC)ccc4n3c2=O)cc1 | 0%

New compounds follow
canonical_smiles | aSyn yeast rescue
CCOC(=O)c1ccc(-c2csc(NC(=O)CN3CCC(C)CC3)n2)cc1 | -2%
COc1ccc(NC(=O)C(Cc2c[nH]c3ccccc23)NC(=O)OC(C)(C)C)cc1 (stereo not given) | 6%
COc1ccccc1NC(=O)Cn1c(=O)n(CC(=O)NCc2ccccc2Cl)c(=O)c2sccc21 | -13%
CCN(C(=O)Cn1c(=O)nc(-c2ccccc2)c2cc(Cl)ccc21)c1cccc(C)c1 | 0%
O=C(NCC(=O)N1CCCC(C(F)(F)F)C1)c1ccc2ccccc2c1 (stereo not given) | -4%
Cc1cc(N2CCCCC2C)nc(-c2ccccc2O)n1 (stereo not given) | -50%[inhibitor]
CC(=O)N1CCCc2cc(S(=O)(=O)N3CCC(C(=O)Nc4c(C)cccc4C)CC3)ccc21 | 6%
COc1ccc(CNC(=O)N2CCN(C(=O)c3ccccc3)CC2)cc1 | -6%
CC(C)CC1C(=O)N(Cc2cn(CC3CCCCC3)nn2)CCS(=O)(=O)N1Cc1ccc(-c2ccncc2)cc1 (stereo not given) | -7%
COc1ccc(NC(=O)CCn2c(=O)c3cccn3c3cccnc32)c(OC)c1 | 1%
COc1ccc(N2C(=O)C3CCCN3C2c2cccc(C)c2)cc1 (stereo not given) | -8%
Cc1c(C(=O)N(Cc2ccc(N(C)C)cc2)CC2CCCO2)oc2ccc(Cl)cc12 (stereo not given) | 24%

canonical_smiles | aSyn yeast rescue
CC(C)Oc1ccc(CNC(=O)c2ccc3c(c2)nc2n3CCCCC2)cc1 | 0%
COc1cc2c(=O)[nH]c3cc([N+](=O)[O-])ccc3c2cc1[N+](=O)[O-] | -1%
COc1ccc(C2c3ccc(O)cc3Oc3ncn4nc(-c5ccco5)nc4c32)cc1OC (stereo not given) | 9%
COC(=O)N1CCCc2cc(S(=O)(=O)NCc3ccccc3)ccc21 | -11%
CCCCOC(=O)c1ccc(NC(=O)c2cc(-c3ccccc3)on2)cc1 | -7%
CCc1ccc(-c2nc(CS(=O)CC(=O)NCCc3ccc(C)cc3)c(C)o2)cc1 (stereo not given) | 20µM*
CC(=O)c1ccc(N2CCN(S(=O)(=O)c3c(C)nc4sc(C)cn4c3=O)CC2)cc1 | -3%
Cc1cc(C)cc(NC(=O)c2oc3ccc4c(c3c2C)C(=O)CC(C)(C)O4)c1 | 1%
O=C(COCc1cc(-c2cccs2)on1)Nc1cc(C(F)(F)F)ccc1Cl | 14%
CCCOc1ccc(C(=O)Nc2ccc(NC(=O)c3ccccc3)c(C)c2)cc1 | -1%
Nc1c(-c2nc(-c3cccs3)no2)nnn1-c1ccc(Cl)cc1 | -2%
Cc1cccc(OCC(=O)NC(Cc2c[nH]c3ccccc23)C(=O)O)c1C (stereo not given) | 2%

canonical_smiles | aSyn yeast rescue
Cc1ccc(C(=O)NN=C2CCCC2)cc1C | 1%
CCOC(=O)N1CCc2c(sc(NCc3cccc(F)c3)c2C(=O)Nc2ccccc2OCC)C1 | 9%
COc1ccc(-n2c(/C=C/c3cccc4ccccc34)nc3ccccc3c2=O)cc1OC | 2%
O=C(NCC(c1ccc2c(c1)OCO2)N1CCN(c2ccc(F)cc2)CC1)c1cccc([N+](=O)[O-])c1 (stereo not given) | -6%
Cc1cccn2c(=O)nc(SCC(=O)N3CCCC3)nc12 | -11%
Cc1cc(NC(=O)CSc2ncc(C(=O)Nc3ccccc3)c(=O)n2C)no1 | -1%
O=C(Nc1ccccc1C(F)(F)F)c1noc2c1CCCC2 | 3%
O=C(NC(=S)Nc1nc(-c2ccc(Cl)cc2)cs1)c1cccs1 | -16%
Cc1cccc(N(C(=O)c2csnn2)C(C(=O)NC2CCCCC2)c2ccncc2)c1 (stereo not given) | 0%
CC(=O)c1cc(-c2ccccc2)n(CC(=O)NC2CCCCCC2)c1C | -8%
CCCc1oc2ccc(NS(=O)(=O)c3ccc(OC)cc3)cc2c1C(=O)OCC | 16%
COc1cc(CSc2ncc(CO)n2Cc2ccc(C)cc2)cc(OC)c1 | -3%

Sorted by heavy-atom count (largest number first): part of the list above
canonical_smiles | aSyn yeast rescue
Cc1cc(NC(=O)CSc2ncc(C(=O)Nc3ccccc3)c(=O)n2C)no1 | -1%
COc1cc(CSc2ncc(CO)n2Cc2ccc(C)cc2)cc(OC)c1 | -3%
CC(=O)c1cc(-c2ccccc2)n(CC(=O)NC2CCCCCC2)c1C | -8%
O=C(NC(=S)Nc1nc(-c2ccc(Cl)cc2)cs1)c1cccs1 | -16%
O=C(Nc1ccccc1C(F)(F)F)c1noc2c1CCCC2 | 3%

More structures.
canonical_smiles | aSyn yeast rescue
COc1ccc(C(=O)NNC(=O)CSc2nnnn2C)cc1 | -6%
Cc1cccc(C)c1NC(=O)CN(C)C(=O)c1ccccc1SCC(=O)N1CCCC1 | -4%
CC(C)(C)OC(=O)N1CCC(C(=O)N[C@@H](Cc2ccccc2)C(=O)O)(c2ccccc2)CC1 | 3%
Cc1ccc(N2CC(C(=O)Nc3ccc(N(C)C)cc3)CC2=O)cc1Cl (stereo not given) | -2%
CCc1nc2ccc(C(=O)NCc3ccccc3C)cc2nc1CC | 3%
COc1ccc(-n2c(=O)c3c4c(sc3n3c(SC(C)C)nnc23)COC(C(C)C)C4)cc1 (stereo not given) | 5%
CCOC(=O)C1(Cc2ccccc2)CCCN(C(=O)COc2ccccc2OC)C1 (stereo not given) | 10%
COc1ccc(-n2c(COc3cccc4ccccc34)nnc2SC(C)C(=O)O)cc1 (stereo not given) | -5%
CC(C)(CC(=O)O)CC(=O)NNc1ncccc1C#N | 5%
CC(C)CNC(=O)NC(=O)COC(=O)COc1ccc(Cl)cc1Cl | 1%
COc1ccc(CNC(=O)c2ccc3c(c2)N(Cc2ccccc2)C(=O)c2ccccc2S3=O)cc1 (stereo not given) | -10%
O=C(Nc1ccc(Cc2ccc(NC(=O)Nc3cccnc3)cc2)cc1)Nc1cccnc1 | 3%

canonical_smiles | aSyn yeast rescue
CN(C)C(CNC(=O)c1ccc([N+](=O)[O-])cc1Cl)c1ccco1 (stereo not given) | 0%
Cc1nc(NC(=O)CSc2ccc(-c3nc4ccccc4[nH]3)cn2)sc1C | -3%
Oc1csc(Cc2nc(-c3ccc(Br)cc3)cs2)n1 | 8%
CCCOc1cccc(C(=O)N(Cc2ccc(C)o2)C2CCS(=O)(=O)C2)c1 (stereo not given) | 3%
CCc1ccc(C#CC2=CC(=O)CC(C)(C)C2)cc1 | 1%
CC1(C)C(=O)N(c2ccccc2F)C(=O)c2ccccc21 | ?
Cc1cccc(CNC(=O)c2ccc(Cn3c(=O)c4cccn4c4cccnc43)cc2)c1 | 9%
CCOCCCNC(=O)C(c1ccc(C)cc1)N(Cc1ccc2c(c1)OCO2)C(=O)c1ccc(NC(C)=O)cc1 (stereo not given) | 5%
Cc1ccc(-c2nnc(Nc3ccc(OC(F)(F)Cl)cc3)c3ccccc23)cc1S(=O)(=O)NC(C)(C)CO | 1%
COc1ccc(-c2cc3ccc(O)c(CN4CCCC4)c3oc2=O)cc1 | -11%
CSc1ncc(C(=O)N2CCN(c3cc(C)ccc3C)CC2)c(C)n1 | 3%
COc1cccc(CNS(=O)(=O)c2cc3c(cc2C)n(C)c(=O)c(=O)n3C)c1 | -6%&2%

canonical_smiles | aSyn yeast rescue
CCOC(=O)c1ccc(N2C(=O)c3n[nH]c(C)c3C2c2ccc(C(C)C)cc2)cc1 (stereo not given) | -3%
CCc1ccc(Sc2cc(C(=O)NCCCN3CCCC(C)C3)c3ccccc3n2)cc1 (stereo not given) | 4%
O=S(=O)(Nc1ccc(NS(=O)(=O)c2ccccc2)c2ccccc12)c1ccccc1 | 10%
O=C(NCCOc1ccccc1)c1cccc(S(=O)(=O)NCc2ccccc2)c1 | 4%
COc1cccc2c1C(=O)CC1C2CCC2CC(=O)CCC21C (stereo not given) | 2%
Cn1cccc1C(=O)OCc1ccc(F)cc1 | 8%
Cc1cccc(-c2nc3nc(C)cc(NCc4ccccc4Cl)n3n2)c1 | -11%
O=C(Nc1cc(S(=O)(=O)N2CCOCC2)ccc1N1CCCC1)c1ccccc1F | 4%
CCN1C(C)=C(C)S/C1=C1\SC(=S)N(N)C1=O | 12%
CCNc1nc(Oc2ccc(C#N)cc2)cc(C(F)(F)F)n1 | -25%
COc1cccc(NC(=O)CCc2nc(-c3ccc(C(C)(C)C)cc3)no2)c1 | -16%
Cc1cccc(NC(=O)c2c(N)sc3c2CCC(C)C3)c1 (stereo not given) | 11%

canonical_smiles | aSyn yeast rescue
CCOc1ccc(C2CC(=O)NC(NC(=O)c3cccc(Cl)c3)=N2)cc1 (stereo not given) | 3%
COc1ccc(-c2cc(OC(=O)c3ccc(F)cc3)c3c(C)oc(C)c3c(=O)c2)cc1OC | 6%
COc1cc(NC(=S)Nc2ccc(N(C)C(C)=O)cc2)cc(OC)c1 | 9%
Cc1cc(C(=O)NNC(=O)Nc2cccc(C(F)(F)F)c2)no1 | -12%
COc1nccnc1NS(=O)(=O)c1ccc(NC(=S)NC(=O)c2ccccc2F)cc1 | -19%
O=C(Nc1cccnc1)c1ccc(Cl)cc1[N+](=O)[O-] | 6%
Cc1ccc(C(=O)Nc2cccc(C(F)(F)F)c2)cc1NC(=O)c1csc(-c2ccncc2)n1 | -6%
O=C(COC(=O)c1cc(S(=O)(=O)N2CCOCC2)ccc1F)Nc1ccccc1C(F)(F)F | 2%
O=C(NCCc1cccc(F)c1)C1CC(O)CN1C(=O)Nc1ccccc1 (stereo not given) | -6%
Cc1onc(-c2ccccc2Cl)c1C(=O)N1CCC(C(N)=O)CC1 | -5%
O=C(CNC(=O)N1CC(=O)Nc2ccccc21)Nc1ccc(Br)cc1F | -9%
CCOC(=O)CSc1nc2cc3c(cc2c(=O)n1CCCC(=O)NCc1ccc2c(c1)OCO2)OCO3 | 9%

canonical_smiles | aSyn yeast rescue
O=C(CN(Cc1ccccc1Cl)C(=O)c1csnn1)NCCc1ccccc1 | -3%
COc1ccccc1N1CC(C(=O)OCC(=O)Nc2cc(C)on2)CC1=O (stereo not given) | -3%
NC(=O)c1nsc(C(=O)N(c2cccc(F)c2)C(C(=O)NCC2CCCO2)c2ccc3ncccc3c2)c1N (stereo not given) | -13%
CC(=O)Nc1nnc(CSCc2ccccc2F)s1 | -11%
CCN(CC)C(=S)SC1=CCS(=O)(=O)C1 | 1%
